SKN-1 inh: inhibitors of C. elegans SKN-1 | C. elegans VP596 Pgst-4::GFP/RFP ratio, acrylamide-induced, 24 h | inhibition, % at 21.8 µM | 0.49% of 360,000 active | AID 624304;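 active means interference check ratio from 0.5 to 1.5 plus GFP to RFP signal ratio inhibition reaching or exceeding a fixed threshold, cut at about 30% in these data, passing the limit was not always enough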; further: some compounds called inactive have numbers as strong as hits
MT1-MMP act inh: MT1-MMP (human) activation inhibition. P50281. HT1080 RFP-PRO-GFP cells, GFP/RFP ratio fluorescence, overnight; percent of plate control window, DMSO zero. GFP/RFP ratio change, % at 20 µM. 0.061% of 360,000 active;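 active means GFP/RFP ratio change of at least 30% with cell ATP level not reduced by more than half and red fluorescence within 50% of control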; further: strong numbers were not always called active
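Test system: HT1080 RFP-PRO-GFP cells; Benchmarks: DMSO and RFP-L50D-GFP cell wells; Timing: cells overnight before dosing, compound overnight, 37 °C, 5% CO2; Compound: one 20 µM compound dose with 1% DMSO; Read-out: GFP/RFP fluorescence ratio.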
NRP1-CendR mod: NRP-1/CendR interaction modulation. FAM-RPARPAR peptide binding to NRP-1, fluorescence polarization. inhibition, % at 25 µM. 0.85% of 360,000 active. AID 602438;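 active means inhibition or corrected inhibition above about 18%, plus a signal ratio from 0.5 to 1.5, limit read from the data, passing the limit was not always enough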; further: strong numbers were not always called active
FAS-TE inh: blocks the thioesterase domain of human fatty acid synthase; P49327; recombinant FAS-TE, OMFH fluorogenic substrate, fluorescence endpoint; inhibition, % at 15 µM; 0.67% of 360,000 active;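 active means compounds whose normalised, plate-corrected inhibition of enzyme fluorescence in the single-dose primary screen is 50% or more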;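 further: 0% = DMSO with enzyme and 100% = substrate without enzyme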
E coli Lon inh: E. coli protease La inhibition. P0A9M0. purified E. coli Lon protease, fluorescence polarization. inhibition, % at 7.94 µM. 0.42% of 360,000 active; in the data active means inhibition above about 13%, passing the limit was not always enough;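 further: 0% = enzyme with probe and DMSO and 100% = no enzyme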
MsrA act: activates bovine MsrA enzyme. purified bovine MsrA, absorbance read-out. activation, % at 10.6 µM. 0.3% of 360,000 active. AID 602163; in the data active means activation above about 7.5%;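 further: 0% = vehicle and 100% = reference activator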
Neddyl block: cullin neddylation inhibition; P61081+Q13564; TR-FRET cullin neddylation, biochemical; calls only at 25 µM; 0.58% of 360,000 active; AID 651699; in the data active means inhibition above about 36%
Target sequence (P61081 whole entry, looked up): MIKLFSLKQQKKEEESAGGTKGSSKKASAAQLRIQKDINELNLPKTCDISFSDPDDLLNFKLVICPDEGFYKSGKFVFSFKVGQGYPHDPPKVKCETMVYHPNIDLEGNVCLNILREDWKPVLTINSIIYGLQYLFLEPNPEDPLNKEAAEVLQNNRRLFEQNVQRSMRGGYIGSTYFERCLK
Target sequence (Q13564 whole entry, looked up): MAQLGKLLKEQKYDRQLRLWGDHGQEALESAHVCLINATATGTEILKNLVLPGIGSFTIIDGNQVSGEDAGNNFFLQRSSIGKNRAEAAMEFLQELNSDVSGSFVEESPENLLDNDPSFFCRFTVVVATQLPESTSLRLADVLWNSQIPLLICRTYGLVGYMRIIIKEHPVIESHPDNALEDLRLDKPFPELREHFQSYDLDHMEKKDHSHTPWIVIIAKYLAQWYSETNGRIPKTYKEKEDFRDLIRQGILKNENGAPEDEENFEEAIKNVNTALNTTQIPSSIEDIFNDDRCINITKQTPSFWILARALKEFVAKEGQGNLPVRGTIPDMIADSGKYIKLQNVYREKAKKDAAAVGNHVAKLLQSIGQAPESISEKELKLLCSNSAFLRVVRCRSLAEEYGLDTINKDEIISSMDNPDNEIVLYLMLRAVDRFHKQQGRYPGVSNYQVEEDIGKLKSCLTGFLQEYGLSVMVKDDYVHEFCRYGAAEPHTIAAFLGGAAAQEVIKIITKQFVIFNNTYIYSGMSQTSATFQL
Rin1 Abl inh: inhibitors of human Rin1-Abl protein interaction | P00519+Q13671 | TR-FRET Rin1/Abl binding, biochemical | inhibition, % at 7.35 µM | 0.4% of 360,000 active; in the data active means inhibition above about 5%, passing the limit was not always enough
MsrA inhibitor: inhibitors of bovine MsrA; purified bovine MsrA, absorbance read-out; inhibition, % at 15.5 µM; 0.75% of 360,000 active; in the data active means inhibition above about 4.5%;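 further: 0% = vehicle wells with enzyme and 100% = reference inhibitor wells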
* marks the source's active call; other numbers are inactive results; i = inactive; nt = no result given; + = active, no number; & = joins results of further samples.

Structure | SKN-1 inh | MT1-MMP act inh | NRP1-CendR mod | FAS-TE inh | E coli Lon inh | MsrA act | Neddyl block | Rin1 Abl inh | MsrA inhibitor
Fc1ccc(CSc2nnc(-c3ccco3)o2)cc1 | 71* | 1 | 16 | 3 | -2 | -1 | i | 3 | 0.4
Cc1ccc2nc(N(CCCN(C)C)C(=O)c3ccc(S(=O)(=O)N(C)C)cc3)sc2c1 | 2 | 3 | -3 | -10 | -7 | -3 | i | 1 | -0.4
COc1ccc(OC)c(NC(=O)COc2ccc3c(c2)CCC3)c1 | 18 | 0 | 14 | 39 | -14 | -3 | i | -1 | -0.2
CC[C@H](C)C(=O)O[C@H]1C[C@@H](C)C=C2C=C[C@H](C)[C@H](CC[C@@H]3C[C@@H](O)CC(=O)O3)[C@H]21 | -8&-8 | -5&-3 | -12&-11 | 10&28 | 5&-1 | -6&0 | i | 2&2 | -0.9&0.0
CC1CN(C(NC(=O)C(C)(C)C)C(Cl)(Cl)Cl)CC(C)O1 (configuration not stated) | 18 | 4 | -6 | -6 | -7 | -2 | i | 2 | -0.8
O=C(CCC(=O)c1ccc(Cl)cc1)NCc1ccccc1 | -9 | 1 | -1 | -3 | 2 | -4 | i | 4 | -0.1
CC(C)CN(C(=O)Cn1c(Cl)nc2c1c(=O)n(C)c(=O)n2C)C1CCS(=O)(=O)C1 (configuration not stated) | 3 | 4 | 2 | -9 | 16* | -2 | i | 1 | -0.5
O=C(Nc1ccc(Cl)c(Cl)c1)NC1CCS(=O)(=O)C1 (configuration not stated) | -6 | -1 | 15 | 0 | -1 | -1 | i | -2 | 0.1
C[C@@H]1CN([C@@H](C)CO)C(=O)CCCn2nncc2CO[C@H]1CN(C)Cc1cccc(C(F)(F)F)c1 | 11 | 4 | 8 | -4 | 8 | -2 | i | -1 | 1.1
Cc1cc(C(=O)N2CCCC(N3CCN(c4ccc(F)cc4)CC3)C2)c(C)o1 (configuration not stated) | -3 | 2 | 3 | -4 | 1 | -6 | i | 0 | -0.7
COC(=O)[C@]12CCCCC=C1N(Cc1ccc3c(c1)OCO3)C(=O)[C@H](CC(=O)NCC13CC4CC(CC(C4)C1)C3)C2 | 0 | -25 | 4 | nt | nt | nt | i | nt | -0.6
Cc1ccc(C)c(S(=O)(=O)N2CCCC2CNC(=O)C(=O)NCCc2ccccc2)c1 (configuration not stated) | -1 | -2 | -8 | 8 | -6 | 3 | i | 0 | -0.5
O=C(COC(=O)CNC(=O)c1ccc(Cl)cc1)Nc1ccc2c(c1)OCCO2 | -3 | -3 | -8 | -4 | -14 | -1 | i | 0 | -0.8
COc1cccc(CNC(=O)C2CCN(C(=O)N(C)C)CC2)c1 | 1 | 3 | -4 | -15 | -8 | -10 | i | -2 | 0.3
Cc1n[nH]c(C)c1S(=O)(=O)N1CCCC(C(=O)Nc2nccs2)C1 (configuration not stated) | 1 | -1 | 0 | -6 | -3 | -9 | i | 0 | -0.7
CCCCN(C)C(=O)c1ccc(Nc2nc(C(N)Cc3ccccc3)cs2)nc1 (configuration not stated) | -3 | 0 | 1 | -8 | -5 | -2 | i | 3 | 3.0
Cc1ccn2cc(CCNS(=O)(=O)c3ccc(F)c(C(F)(F)F)c3)nc2c1 | -3 | -1 | 6 | -4 | 2 | 0 | i | 3 | -0.7
O=C(CC1CC2CCC1C2)NC1CCCCCCC1 (configuration not stated) | -2 | -7 | 15 | 6 | -13 | -2 | i | -1 | 0.5
CC(=O)c1cccc(OCc2cc(C(=O)NC(C)Cc3cccnc3)no2)c1 (configuration not stated) | 1 | 1 | -6 | -7 | -7 | -5 | i | 0 | -0.7
Cc1ccccc1N=CC1=C(O)c2ccccc2C1=O | 4 | -7 | -4 | 6 | 9 | -10 | i | -6 | 2.7
Cc1cc(C)n(CC(O)COc2ccccc2[N+](=O)[O-])n1 (configuration not stated) | 2 | -5 | -3 | -14 | -4 | -3 | i | 1 | 1.1
CCCCCCCCNC(=O)CCNC(=O)c1ccc(C(C)(C)C)cc1 | 10 | -7 | 6 | 22 | -9 | -6 | i | 1 | -1.2
O=S(=O)(CC(O)(c1ccccc1)c1ccccc1)CC(O)(c1ccccc1)c1ccccc1 | 6 | 1 | 16 | 4 | -1 | -1 | i | 2 | -1.0
Cc1cccc(CCNC(=O)CCc2nc(-c3ccccc3F)no2)c1 | -3 | 12 | -4 | 7 | 1 | -1 | i | 1 | 1.1
Cc1ccsc1/C=N/Nc1ccc(F)cc1F | 1 | 5 | -5 | 19 | -5 | 1 | i | 2 | -0.7
Cc1cccc(-n2nc(C(=O)Nc3ccccc3)n3c(=O)cc(-c4ccccc4)nc23)c1 | -16 | -2 | -3 | 18 | -7 | -2 | i | -2 | -0.3
CN(C)CCN1C(=O)C(=O)/C(=C(/O)c2ccc3c(c2)OCCO3)C1c1ccccn1 (configuration not stated) | 18 | -3 | 0 | -3 | -10 | 0 | i | 0 | 0.1
COc1cc(C(=O)N(Cc2cccnc2)Cc2cc3cc4c(cc3[nH]c2=O)OCCO4)cc(OC)c1OC | 19 | 6 | 2 | -2 | 1 | -2 | i | 0 | 2.9
COc1ccc(N(CC(=O)NCCSCc2ccc(Cl)cc2)S(C)(=O)=O)cc1Cl | 19 | 1 | 10 | 20 | -8 | 0 | i | -1 | 0.6
Cc1ccc(C(=O)Nc2scc(-c3ccccc3)c2C(=O)O)cc1 | 6 | 2 | -2 | -3 | -2 | -2 | + | -3 | 2.5
O=C(O)CC(NS(=O)(=O)c1ccc2c(c1)OCCO2)c1ccccc1[N+](=O)[O-] (configuration not stated) | 1 | -1 | -3 | -10 | -2 | -2 | i | 1 | 1.1
C/C(=N\NC(=O)c1ccc(N)cc1)C1CC1 | 6 | 0 | -2 | -5 | -2 | -5 | i | 3 | 0.9
COc1ccc(OC)c(S(=O)(=O)NCC(=O)O)c1 | 3 | -1 | -6 | -9 | -9 | -4 | i | -1 | 1.6
CC1(c2ccc3c(c2)OCCCO3)NC(=O)N(CC(=O)Nc2cccc(C#N)c2)C1=O (configuration not stated) | 1 | 0 | 6 | 46 | 1 | 0 | i | 2 | -0.2
CC(C)CNC(=O)N1c2ccccc2Sc2ccccc21 | 3 | -4 | -12 | 5 | 0 | -1 | i | 1 | -0.8
COc1ccc(Cc2nnc(NC(=O)c3cc(OC)c(OC)c(OC)c3)s2)cc1OC | -14 | 8 | 0 | -2 | 1 | -8 | i | 1 | 1.4
Cc1ccc(C(C)(C)NC(=O)C2CCC(=O)N(CC3CCCCC3)C2)cc1 (configuration not stated) | 21 | 1 | 16 | -2 | -7 | 4 | i | -1 | 2.3
COc1ccc(C(=O)CN2CCN(c3ncccn3)CC2)cc1 | -1 | -2 | 6 | -6 | -2 | -3 | i | 1 | -0.8
CCOc1cc(C#N)ccc1OCC(=O)NNC(=O)CC1CCS(=O)(=O)C1 (configuration not stated) | 2 | 3 | 6 | -9 | -5 | -3 | i | 3 | -1.3
CC1CC(=O)N(CCc2ccccc2)C(=O)C1 | 11 | 0 | 10 | -11 | -7 | -7 | i | 1 | 0.0

Full records, quoted from the list:
Shown for CCOc1cc(C#N)ccc1OCC(=O)NNC(=O)CC1CCS(=O)(=O)C1 (configuration not stated) → SKN-1 inh: 2; MT1-MMP act inh: 3; NRP1-CendR mod: 6; FAS-TE inh: -9; E coli Lon inh: -5; MsrA act: -3; Neddyl block: i; Rin1 Abl inh: 3; MsrA inhibitor: -1.3
Shown for COc1ccc(Cc2nnc(NC(=O)c3cc(OC)c(OC)c(OC)c3)s2)cc1OC → SKN-1 inh: -14; MT1-MMP act inh: 8; NRP1-CendR mod: 0; FAS-TE inh: -2; E coli Lon inh: 1; MsrA act: -8; Neddyl block: i; Rin1 Abl inh: 1; MsrA inhibitor: 1.4

The listing continues:
Structure | SKN-1 inh | MT1-MMP act inh | NRP1-CendR mod | FAS-TE inh | E coli Lon inh | MsrA act | Neddyl block | Rin1 Abl inh | MsrA inhibitor
CC(=O)Nc1ccc(C(=O)OCC(=O)c2ccc(C)c([N+](=O)[O-])c2)cc1 | 24 | 0 | 11 | 8 | 6 | -1 | i | -2 | 0.1
CC(NS(=O)(=O)c1ccc(Cl)c(Cl)c1)C(=O)OCC(=O)N1CCCCCC1 (configuration not stated) | 3 | -3 | 3 | 0 | -12 | 6 | i | 1 | 0.2
COc1ccc(CCNC(=O)c2ccnc(C(C)(C)C)c2)cc1OC | -2 | 3 | -3 | -4 | -2 | 1 | i | -1 | -0.7
COc1cc(CNc2ncnc3c2ncn3[C@H]2CN(Cc3cccc(C(F)(F)F)c3)C[C@@H](COC(C)=O)O2)cc(OC)c1OC | 2 | -3 | -2 | 15 | 3 | 4 | i | -2 | -0.2
COc1ccccc1S(=O)(=O)N(C)C[C@@H]1OCc2cnnn2CCCC(=O)N([C@@H](C)CO)C[C@@H]1C | -3 | -4 | -1 | -7 | -10 | 0 | i | 0 | -0.1
O=C1CC(CSc2ccc(Cl)cc2)=NN1 | 5 | 8 | 8 | -2 | 3 | -3 | i | -2 | -0.5
Cc1cc(C)cc(OC(C)C(=O)Nc2ccc3c(c2)n(C)c(=O)n3C)c1 (configuration not stated) | -13 | 3 | -6 | -1 | 1 | -6 | i | 0 | 0.5
COc1ccc(/C=N/NC(=O)c2cccc([N+](=O)[O-])c2)cc1OS(=O)(=O)c1ccc(C)cc1 | 17 | -6 | 4 | 30 | 7 | 1 | i | 3 | 1.2
Nc1nnc(-c2ccncc2)s1 | -8 | 1 | -1 | -7 | -9 | -8 | nt | -5 | 0.5
O=c1[nH]c(N2CCc3ccccc3C2)nc2c1CCC2 | -10 | 2 | -4 | -4 | -3 | -7 | i | -6 | -0.1
CCOC(=O)N1CCC(=NNC(=O)c2ccccc2F)CC1 | -3 | 1 | -7 | -14 | -1 | -1 | i | -1 | -0.9
Cc1ccc([N+](=O)[O-])c(OCCCN2CCC(Cc3ccccc3)CC2)c1 | 1 | 6 | 6 | 15 | -12 | -1 | i | -1 | 0.3
Nc1c(-c2cccc(Cl)c2)cnc2c(-c3ccccc3)cnn12 | -8 | 0 | 17 | -2 | -3 | 0 | nt | -1 | -1.6
CN1C(=O)N(S(=O)(=O)c2ccc(F)c(F)c2F)C(=O)C1(C)C | -23 | 5 | 1 | -3 | -7 | 1 | i | 4 | -1.2
CCN(CC)C(=O)CSc1nnc(-c2cc3ccccc3cc2O)n1CC | 9 | 4 | 7 | -7 | 18 | -1 | i | -7 | 0.4
COc1ccc(CCN2CC(C(=O)NCCc3cn[nH]c3)CCC2=O)cc1 (configuration not stated) | -8 | nt | 3 | -4 | 5 | -10 | i | 6 | -0.6
COc1ccccc1NC(=O)CN1CCN(CC(=O)Nc2ccc(Cl)c(C(F)(F)F)c2)CC1 | -13 | 1 | 4 | 36 | 3 | -7 | i | 0 | -0.5
CCCS(=O)(=O)N1CCCC(C(=O)NCC(OC)OC)C1 (configuration not stated) | -7 | 7 | 2 | -2 | 0 | -1 | i | 1 | -0.7
O=C1NC(Nc2nc3ccccc3s2)(C(F)(F)F)C(=O)N1C1CCCCC1 (configuration not stated) | 8 | -12 | 13 | 0 | -10 | -7 | i | -1 | -0.4
COCOc1cccc(CN2CCC2(C)C(=O)Nc2cc(OC)ccc2OC)c1 (configuration not stated) | 11 | 4 | 10 | 20 | 6 | -1 | i | -2 | -1.6
COc1c(F)c(F)cc2c(=O)c(C(=O)O)cn(C3CC3)c12 | 6 | -2 | 3 | -3 | -6 | -12 | i | 0 | 2.2
COc1ccccc1Nc1ccc(N)cc1 | 5 | 12 | 5 | -3 | 3 | -12 | i | 0 | 0.0
C=CCOc1ccc(C2NC(=O)c3ccccc3O2)cc1OCC (configuration not stated) | 6 | -9 | 2 | -2 | -3 | -2 | i | 1 | -0.4
COc1cccc(C(O)c2nc(/C=C/c3ccccc3)cs2)c1 (configuration not stated) | 4 | -2 | -13 | 14 | -3 | -7 | i | 0 | -0.5
